# High-throughput results (PubChem)
# V1aR counter: agonists of human V1a receptor, primary screen, counter-screen for OXTR agonist project, fluorescence, CHO-V1R cells; Vasopressin V1a receptor (Homo sapiens), P37288; Fluo-8 calcium fluorescence, agonist mode; 0% DMSO, 100% 3 nM vasopressin; activation, % at 3 µM; 0.25% of 320,000 active;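 active = activation above the mean activation of all tested compounds plus 3 SD, per screening run, cut at about 20% in these data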;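 also: signal is peak over basal fluorescence ratio across a 100 second FLIPR read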
# Target sequence (P37288 whole entry, looked up): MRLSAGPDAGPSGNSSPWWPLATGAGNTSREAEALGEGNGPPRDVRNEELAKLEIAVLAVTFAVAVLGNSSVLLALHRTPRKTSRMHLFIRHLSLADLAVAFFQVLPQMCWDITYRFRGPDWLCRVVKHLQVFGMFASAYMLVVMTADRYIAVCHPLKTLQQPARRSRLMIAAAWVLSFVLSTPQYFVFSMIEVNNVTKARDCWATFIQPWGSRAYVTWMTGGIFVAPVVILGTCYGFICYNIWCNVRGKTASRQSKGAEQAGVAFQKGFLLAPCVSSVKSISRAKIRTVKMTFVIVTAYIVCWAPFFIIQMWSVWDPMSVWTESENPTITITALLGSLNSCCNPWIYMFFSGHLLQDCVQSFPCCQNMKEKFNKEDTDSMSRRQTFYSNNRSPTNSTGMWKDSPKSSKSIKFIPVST
# M1 ag parental: counter-screen for M1 agonists: effect in parental CHO-K1 cells; Fluo-8 calcium fluorescence; scaled to maximal ATP response, vehicle zero; activation, % at 3 µM; 0.48% of 360,000 active; AID 602248, 2012; in the data active = activation above about 15%;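 also: untransfected CHO-K1 host cells lacking M1 receptor as counterscreen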
# OXTR potentiator: human OXTR potentiators, primary screen, fluorescence, CHO-OTR cells, Fluo-8 calcium; Oxytocin receptor (Homo sapiens), P30559; Fluo-8 calcium fluorescence, potentiator mode; 0% = oxytocin EC15, 100% = EC100; activation, % at 3 µM; 0.061% of 320,000 active; AID 2445, 2010;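 active = activation above that plate's cutoff, the mean activation of tested compounds plus 3 SD, cut at about 6.6% in these data, passing the limit was not always enough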;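 also: 100% uses oxytocin at 75 nM as the full agonist control; some results filed as inactive read as strong as hits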
# Target sequence (P30559 whole entry, looked up): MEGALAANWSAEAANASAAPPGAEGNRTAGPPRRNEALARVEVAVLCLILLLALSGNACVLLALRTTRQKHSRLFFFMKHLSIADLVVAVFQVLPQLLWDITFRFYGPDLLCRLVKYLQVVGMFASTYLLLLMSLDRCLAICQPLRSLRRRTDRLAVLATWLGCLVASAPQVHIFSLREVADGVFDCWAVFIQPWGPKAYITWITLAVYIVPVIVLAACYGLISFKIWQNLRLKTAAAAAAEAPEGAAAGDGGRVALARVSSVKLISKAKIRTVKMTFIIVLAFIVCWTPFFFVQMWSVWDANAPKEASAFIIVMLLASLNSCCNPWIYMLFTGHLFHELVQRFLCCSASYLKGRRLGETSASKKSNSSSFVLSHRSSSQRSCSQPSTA
#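 System: human OTR in CHO cells / Also added: sub-maximal oxytocin, roughly EC15 / Control set: EC15 oxytocin low, 75 nM oxytocin high / Schedule: 6 min compound pre-incubation at room temperature, 100 s kinetic read / Compound: single-point 3.0 µM / Replication: singlicate / Technique: Fluo-8 calcium dye fluorescence / Read-out basis: % activation of max/min ratio relative to oxytocin controls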
# GPR7 antagonist: GPR7 receptor antagonists, primary screen, cell-based, fluorescence, single concentration; GPR7-expressing cells, fluorescence antagonist assay; inhibition, % at 4.4 µM; 1.1% of 290,000 active; AID 1861, 2009; in the data active = inhibition above about 16%, passing the limit was not always enough;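 also: cells stimulated with the agonist NPW; 0% = agonist with vehicle and 100% = vehicle without agonist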
# OXTR agonist: human OXTR agonists, primary screen, fluorescence, CHO-OTR cells, Fluo-8 calcium | Oxytocin receptor (Homo sapiens), P30559 | Fluo-8 calcium fluorescence; normalized: DMSO 0%, oxytocin 100% | activation, % at 3 µM | 0.32% of 320,000 active;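 active = activation above the mean of all tested compounds plus 3 SD, cutoff set per screening run, cut at about 20% in these data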;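 also: peak over basal fluorescence ratio from a 100 s FLIPR kinetic read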
# TAAR1 antagonist: human TAAR1 antagonists, primary screen, Fluo-8 calcium fluorescence, CHO RD-HGA16 cells. Trace amine-associated receptor 1 (Homo sapiens), Q96RJ0. antagonist. inhibition, % at 3 µM. 1.5% of 360,000 active. AID 624466, 2012;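 active = inhibition above a per-plate cutoff, the mean inhibition of test compounds on that plate plus 3 SD, cut at about 49% in these data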;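 also: 0% = DMSO plus EC80 beta-PEA response and 100% = DMSO alone without agonist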
#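 Assay system: RD-HGA16 CHO cells with stable hTAAR1 and Gα16 / Reagent: EC80 β-phenethylamine stimulus / Doses: 3 µM, single point / Timing: dye loading 75 min at 37 °C, then 30 min room temperature / Measured by: Fluo-8 intracellular calcium dye fluorescence, real-time kinetic reads / Controls: vehicle wells and EC80 agonist wells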
# CHO parental Ca: ATP-evoked calcium signal inhibitors, parental CHO, primary screen, counter-screen for OX1R antagonist project, cell-based, fluorescence, Fluo-8 calcium dye. parental CHO-K1, ATP-induced calcium, Fluo-8 fluorescence. inhibition, % at 5.6 µM. 0.63% of 330,000 active;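 active = inhibition above that plate's mean sample inhibition plus 3 SD, cut at about 26% in these data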;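 also: 0% = ATP-challenged DMSO wells and 100% = DMSO wells without ATP; some compounds past the cut are filed as inactive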
#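 Material: Parental CHO cells | Reagent: ATP | Compound dosing: Single nominal dose of 5.6 µM per compound | Detection: Intracellular calcium via Fluo-8 no-wash fluorescent dye | Read-out: % inhibition of ATP-induced calcium mobilization | Benchmarks: Low control ATP plus DMSO, high control DMSO only | Replicates: Singlicate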
# CHO-K1 Ca PAM: nonselective calcium activators in parental CHO-K1 cells, primary screen, counter-screen for M1 PAM project, cell-based, Fluo-8 calcium fluorescence, full deck, 1536-well | ATP EC20; 0% at ATP EC20, 100% at ATP max | activation, % at 3 µM | 0.02% of 360,000 active | AID 602247, 2012;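 active = activation above the run cutoff, the mean activation of all test compounds plus 3 SD, cut at about 40% in these data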;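 also: peak over basal fluorescence ratio in a 140 s read after ATP addition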
# CHO-K1 Ca antag: M1 antagonist counterscreen hit in parental CHO-K1 cells | ATP-induced calcium, Fluo-8 fluorescence | inhibition, % at 3 µM | 0.6% of 360,000 active;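 active = inhibition above a per-plate cutoff, the plate's mean sample inhibition plus 3 SD, cut at about 24% in these data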;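 also: 0% = DMSO plus EC80 ATP and 100% = DMSO alone without ATP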
# * marks the source's active call; other numbers are inactive results; nt = not tested or not shown. Rows are unselected. Share with any hit: about 3.5%.
SMILES	V1aR counter	M1 ag parental	OXTR potentiator	GPR7 antagonist	OXTR agonist	TAAR1 antagonist	CHO parental Ca	CHO-K1 Ca PAM	CHO-K1 Ca antag
O=C(COC(=O)c1ccccc1C(=O)OCC(=O)NCCc1c[nH]c2ccccc12)NCCc1c[nH]c2ccccc12	2.4	8.1	-20	nt	1.8	76*	29	-4	12
CC(=O)C[C@@H](O)CC(=O)[C@H]1OC(=O)CCCCCCCCc2ccccc21	0.5	0.4	2	nt	-1.6	-3	-13	4	-19
Cn1nnnc1SCc1ccc([N+](=O)[O-])cc1	0.0	0.0	-2	0	-1.3	-24	-6	3	-7
CCOC(=O)c1c(NC(=O)C2Cc3ccccc3C(=O)O2)sc2c1CCCC2 (stereo not drawn)	2.0	0.1	-4	nt	-0.2	-17	0	13	-14
CCOC(=O)CSc1nnc(CNC(=O)c2ccc(OC)c(OC)c2)n1C	0.4	1.0	1	-16	0.4	-3	-5	15	-2
CCC(=O)Nc1c2c(nn1-c1ccc(C)cc1)CS(=O)(=O)C2	0.7	1.3	3	10	0.1	nt	7	23	-18
Cc1ccc([N+](=O)[O-])cc1S(=O)(=O)NCCc1c(C)[nH]c2c(C)cccc12	1.5	1.8	-10	9	7.7	12	7	17	-4
Cc1ccc(NC(=O)C(=O)NCC2CCCO2)cc1 (stereo not drawn)	1.3	1.1	7	-8	0.0	-2	0	20	-12
COc1cc(CNCc2ccccn2)ccc1OCC(=O)NC1CCCCC1	-0.6	0.0	-5	-5	0.0	15	-5	3	-15
CCOC(=O)N1CCN(C(=O)NC23CC4CC(CC(C4)C2)C3)CC1	0.3	0.1	-3	-1	-0.4	5	-7	9	3
COc1ccc2[nH]c(C)c(CCNC(=S)Nc3ccccc3C)c2c1	8.2	4.0	-10	2	8.6	-2	7	14	-4
O=C(N1CCOCC1)N1CCOCC1	0.2	0.3	-10	0	0.6	8	-4	-1	11
O=C(NCc1ccco1)c1cnc2sccn2c1=O	-0.2	0.7	-5	-7	1.1	-2	0	25	-6
Cc1cccc(N2CCN(S(=O)(=O)c3ccc4[nH]c(=O)c(=O)[nH]c4c3)CC2C)c1 (stereo not drawn)	0.0	nt	-5	3	-0.4	nt	-6	nt	nt
COC(=O)c1c(NS(=O)(=O)c2ccccc2)csc1C	-0.9	2.4	9	-12	-1.1	-5	2	2	-2
CC(=O)N/C(N)=N/c1nc(=O)c2ccccc2s1	1.1	1.7	-9	-16	-0.3	-25	-6	20	-8
CC(C)CCOc1ccc(C(CC(N)=O)C(=O)O)cc1 (stereo not drawn)	2.1	0.4	-7	-1	0.1	3	-8	19	-9
Cn1c(CNc2nc(-c3ccccc3)cs2)nnc1SCC(=O)OC1CCCCC1	-1.3	0.4	-7	0	-0.6	-4	-19	25	-15
COc1ccc(-c2nn(-c3ccccc3)cc2CNCCN2CCOC2=O)c(F)c1	0.8	3.0	-12	-1	2.4	-3	13	-13	3
Cc1nn(C)cc1C(C)NC(=O)c1cc(COc2ccc(F)c(F)c2)on1 (stereo not drawn)	7.3	7.0	-11	7	5.3	-22	-15	13	-7
COC(=O)C1=C(C)NC2=C(C(=O)CC(C)(C)C2)C1c1cnn(C)c1C (stereo not drawn)	-0.2	3.5	5	-9	-0.1	6	4	14	-4
Nc1cc2nn(-c3ccccc3)nc2cc1Cl	nt	0.9	nt	10	nt	-5	nt	24	-18
Cc1cc(NC(=O)Cn2nc(C(=O)O)c3ccccc3c2=O)c([N+](=O)[O-])cc1C	0.0	0.6	-1	5	1.1	3	-11	-14	-2
COC(=O)c1cn(NC(=O)Cc2ccc(Cl)cc2)c(=O)c2ccccc12	5.5	1.8	0	-10	3.9	14	-13	-5	-3
Cc1nc(C(=O)NC(C)C)nn1-c1cc(Cl)cc(Cl)c1	0.5	-0.4	-3	-11	-0.8	-9	-13	9	-6
O=C1OCc2cc(NS(=O)(=O)c3cccs3)ccc21	0.5	0.0	-4	4	0.4	-9	-8	15	-19
O=C(Nc1ccccc1)C1CC(=O)N(C2CCCCC2)C1 (stereo not drawn)	1.3	0.2	-15	-9	-0.1	1	-11	-1	-8
COC(=O)c1cc(Br)ccc1-c1ccc(/C=N/n2nnnc2N)o1	-0.9	-1.0	-9	1	-2.1	-5	-20	-8	-11
CCc1ccc(C)[n+](CC(=O)c2cccs2)c1	0.3	0.6	-13	-3	0.0	-8	-13	-9	5
Cc1ccccc1NC(=O)Cc1nc(COC(=O)c2cc(Br)ccc2O)cs1	0.7	0.4	1	nt	-0.6	17	-26	11	4

# Following part
SMILES	V1aR counter	M1 ag parental	OXTR potentiator	GPR7 antagonist	OXTR agonist	TAAR1 antagonist	CHO parental Ca	CHO-K1 Ca PAM	CHO-K1 Ca antag
COc1ccc(-c2nn3c(-c4cccc(C)c4)nnc3s2)cc1OC	-0.1	0.4	-3	-4	-0.3	20	-12	-1	-12
CC(C)n1c(=O)[nH]c2ccccc21	1.1	-0.1	6	-4	-0.1	-7	-11	-4	-4
CNC(=O)C(=O)NCC1OCCN1S(=O)(=O)c1ccc(OC)c(OC)c1 (stereo not drawn)	1.0	0.1	3	-16	0.6	-9	2	6	-11
CCN=C1SC(CC(=O)Nc2sc3c(c2C#N)CCCC3)C(=O)N1CC (stereo not drawn)	1.0	0.2	-10	-8	0.7	-27	-22	7	-6
O=C(NC1CCCCC1)c1cc(S(=O)(=O)N2CCOCC2)c(Cl)cc1Cl	0.5	-0.2	-6	11	0.1	-2	-3	-1	10
C(=C\c1ccccc1)/CN1CCN(C(c2cc3ccccc3o2)c2nnnn2C2CCCCC2)CC1 (stereo not drawn)	nt	-0.4	nt	nt	nt	-21	nt	-2	-1
CC1(C)SCC(C(=O)O)N1C=O (stereo not drawn)	1.2	0.2	3	-15	0.2	8	-6	11	-6
Cc1cc(C)n(CCCNC(=O)COc2ccc([N+](=O)[O-])cc2)n1	1.0	-0.1	4	nt	1.2	-24	-1	9	-16
COc1cc(OC)nc(NC(=O)COC(=O)C2CCCCC2)n1	-0.6	0.7	-14	5	-1.2	6	-21	-3	-1
CCOC(=O)c1cc(-c2ccc(Cl)cc2)nc2onc(C)c12	1.6	nt	-5	-9	-1.2	nt	-23	nt	nt
O=C(c1cccs1)N(Cc1cccc(Cl)c1)C1CCS(=O)(=O)C1 (stereo not drawn)	0.7	0.1	-3	-18	-1.0	9	-25	17	-8
O=C(COc1ccccc1)NCC(=O)N/N=C/c1ccc(Br)cc1	8.8	0.1	-8	-13	3.9	8	-2	5	7
CCC1CCc2c(sc(NC(=O)C3CC=CCC3C(=O)O)c2C#N)C1 (stereo not drawn)	-0.7	-0.4	-3	-6	-0.8	1	0	-14	13
S=C(NCc1ccco1)N/N=C/c1ccccc1Cl	-0.9	0.2	-5	-3	-2.3	-1	-19	11	-6
COc1ccc(-c2cc(C(=O)N(C)Cc3ccc(OC)c(OC)c3OC)c3ccccc3n2)cc1OC	0.3	5.2	-2	-19	-0.6	79*	-33	-10	27*
Cn1ccnc1CN1CCN(C(=O)c2cc(COc3ccc(F)c(F)c3)on2)CC1	1.1	1.1	-13	-5	0.7	-10	6	-7	-3
CCOC(=O)CN1CC23C=CC(O2)C(C(=O)NC2CCCC2)C3C1=O (stereo not drawn)	3.6	0.1	-4	-8	-0.1	-14	-7	13	-3
O=C(OC1CCOC1=O)C1CCN(S(=O)(=O)c2ccc(Cl)c(C(F)(F)F)c2)CC1 (stereo not drawn)	3.2	0.3	-9	nt	2.4	1	-8	19	-10
O=C1N(Cc2cccc(Cl)c2)C[C@@H]2C[C@@H](c3cccc4cccnc34)N3CCC[C@@]123	1.1	0.3	2	1	-0.8	-14	-20	1	-4
Cc1cc(Nc2nc3ccccc3nc2Cl)n(-c2ccccc2)n1	-1.2	-0.6	2	-8	-1.4	-17	-22	15	-29
CCc1ccccc1N(CC(=O)NCc1ccc(OC)cc1)C(=O)CCC(=O)Nc1ccccn1	2.7	2.3	-8	-15	3.1	16	-18	-13	-12
C=CCOC(=O)C1=C(C)NC(=O)NC1c1cn(-c2ccccc2)nc1-c1cccs1 (stereo not drawn)	-0.4	2.3	-8	-10	-0.7	0	-10	12	-14
Cc1ccc(S(=O)(=O)N2CCN(c3nc(-c4cccs4)nc4ccccc34)CC2)cc1	nt	0.1	nt	nt	nt	-9	nt	9	4
CCN(CC)CCN(C)c1ccc(N2C(=O)C3CC=CCC3C2=O)cc1[N+](=O)[O-] (stereo not drawn)	1.2	1.8	-6	7	3.1	-15	5	1	0
COc1cc2c(cc1OC)C(Cc1ccc(O)cc1)N(C)CC2 (stereo not drawn)	1.4	0.3	-10	-4	1.6	10	-5	7	4
CCOC(=O)c1cccc(NC(=O)CSc2nnc(-c3cccnc3)n2CC)c1	-0.2	0.0	4	7	-2.2	-29	-10	-4	-18
O=C(NN1C(=O)/C(=C\c2ccc(O)c([N+](=O)[O-])c2)SC1=S)c1ccccc1Cl	3.3	2.2	-4	-4	1.9	-30	-7	0	0
COc1ccc(N2CCN(C(=O)c3ccc(S(=O)(=O)N4CCCC4)cc3)CC2)cc1	2.4	0.2	-11	4	-0.3	-18	-11	-11	0
CCOC(=O)c1sc2nc(OCc3cccnc3)cc(C)c2c1N	nt	1.4	nt	nt	nt	2	nt	29	-24
O=C(CCn1c(=S)oc2ccccc21)Nc1cccc(F)c1	-0.1	1.9	-11	1	-1.8	5	-12	12	-3

# Later entries
SMILES	V1aR counter	M1 ag parental	OXTR potentiator	GPR7 antagonist	OXTR agonist	TAAR1 antagonist	CHO parental Ca	CHO-K1 Ca PAM	CHO-K1 Ca antag
COc1ccc(/C(C)=N/NC(=O)CNC(=O)c2cccs2)cc1OC	0.4	0.1	-5	-9	0.1	6	-1	22	-4
COCCOC(=O)C1=C(C)NC(=S)NC1c1cccs1 (stereo not drawn)	-0.3	0.4	-8	-2	0.1	-12	-7	11	-12
O=C1CCN(CC2CCCCC2)C=C1C(=O)c1ccccc1	nt	0.1	nt	nt	nt	-8	nt	-8	13
O=C(O)c1ccc(NC(=S)NC(=O)c2ccc(-c3ccccc3)cc2)cc1	-0.1	0.6	-7	1	-1.7	9	-4	19	5
